NPYLR7 agonist – agonists of mosquito NPYLR7 receptor, primary screen, cell-based, Aedes aegypti, calcium fluorescence, mosquito biting behavior; Aedes aegypti neuropeptide Y-like receptor 7 (NPYLR7); HEK293T NPYLR7/Galpha15, GCaMP6s calcium fluorescence; 270,000 compounds, 0.15% hits; AID 1259423, 2018; activation, % at 10 µM; in the data active means activation above about 40%;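 further: 0% = vehicle and 100% = reference agonist at the receptor; some compounds past the cut are filed as inactive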
mcGAS inh – cyclic GMP-AMP synthase inhibitors, mouse, primary biochemical chemiluminescence | Q8C6L5 | recombinant cGAS, Kinase-Glo ATP depletion luminescence | inhibition, % at 12.5 µM | 160,000 compounds, 0.15% hits;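 further: 0% = negative control wells and 100% = reference inhibitor with no enzyme activity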
hcGAS lum – Primary biochemical luminescence assay for human cyclic GMP-AMP synthase inhibitors. 290,000 compounds, 0.081% hits. inhibition, % at 12.5 µM. Q8N884. recombinant h-cGAS, ATP depletion, Kinase-Glo luminescence. AID 1259398, 2018;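 further: 0% = vehicle reaction and 100% = reaction without DNA for no activity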
Target sequence (Q8N884 whole entry, looked up): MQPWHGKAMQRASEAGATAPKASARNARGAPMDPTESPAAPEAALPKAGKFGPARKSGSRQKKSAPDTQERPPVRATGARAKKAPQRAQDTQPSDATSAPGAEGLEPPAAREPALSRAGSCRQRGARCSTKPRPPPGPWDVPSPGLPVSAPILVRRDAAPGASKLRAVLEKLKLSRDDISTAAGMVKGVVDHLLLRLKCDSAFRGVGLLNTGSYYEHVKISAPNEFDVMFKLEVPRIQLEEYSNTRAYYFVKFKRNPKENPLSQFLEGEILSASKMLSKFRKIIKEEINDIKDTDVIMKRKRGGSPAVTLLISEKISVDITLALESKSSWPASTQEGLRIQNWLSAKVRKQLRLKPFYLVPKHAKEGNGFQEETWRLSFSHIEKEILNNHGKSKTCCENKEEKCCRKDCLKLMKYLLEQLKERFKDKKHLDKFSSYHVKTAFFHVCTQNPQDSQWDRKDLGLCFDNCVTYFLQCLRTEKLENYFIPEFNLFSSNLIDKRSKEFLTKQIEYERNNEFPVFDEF
The depositor's hits bear a star; / = no result given; & = joins results of further samples. Unless noted, no stated cut-off is given here; in the data, active means inhibition above about 40%; inactive means the rest.

no.	Structure	mcGAS inh	NPYLR7 agonist	hcGAS lum
1	CCN(CC)CCNc1cc(C(C)C)c(C#N)c2nc3ccccc3n12	/	2	-5
2	N#Cc1ccc(CN2CCN(C(=O)CNC(=O)c3ccco3)CC2)cc1	/	10	-6
3	COc1cccc(CN(C)C(=O)c2sc(=O)n(Cc3cccc(F)c3)c2C)c1	/	10	-7
4	N#CC(=NNc1ccc2c(c1)OCO2)c1nc2ccccc2s1	/	5	-9
5	Cc1c(CCNC(=O)c2ccc(Br)o2)sc2nc(-c3ccc(Cl)cc3)nn12	-4	3	0
6	c1ccc(Cc2cn[nH]c2C2CCN(c3cnccn3)CC2)cc1	-12	8	-4
7	COc1ccc(-c2cc(C(=O)N3CCC4(CC3)OCCO4)c(C)n2-c2ccccc2Cl)cc1	-6	-8	-8
8	CCCNC(=O)c1cnn(-c2ccc(C)cc2)c1C	/	3	-1

Rewritten with one line to a screen: part of the list above.
(1) CCN(CC)CCNc1cc(C(C)C)c(C#N)c2nc3ccccc3n12
(2) N#Cc1ccc(CN2CCN(C(=O)CNC(=O)c3ccco3)CC2)cc1
(3) COc1cccc(CN(C)C(=O)c2sc(=O)n(Cc3cccc(F)c3)c2C)c1
(4) N#CC(=NNc1ccc2c(c1)OCO2)c1nc2ccccc2s1

| Assay by compound | 1 | 2 | 3 | 4 |
| --- | --- | --- | --- | --- |
| mcGAS inh | / | / | / | / |
| NPYLR7 agonist | 2 | 10 | 10 | 5 |
| hcGAS lum | -5 | -6 | -7 | -9 |

Part of the list above, limited to NPYLR7 agonist:
cpd | mol | NPYLR7 agonist
2 | N#Cc1ccc(CN2CCN(C(=O)CNC(=O)c3ccco3)CC2)cc1 | 10
3 | COc1cccc(CN(C)C(=O)c2sc(=O)n(Cc3cccc(F)c3)c2C)c1 | 10
4 | N#CC(=NNc1ccc2c(c1)OCO2)c1nc2ccccc2s1 | 5
5 | Cc1c(CCNC(=O)c2ccc(Br)o2)sc2nc(-c3ccc(Cl)cc3)nn12 | 3
6 | c1ccc(Cc2cn[nH]c2C2CCN(c3cnccn3)CC2)cc1 | 8
7 | COc1ccc(-c2cc(C(=O)N3CCC4(CC3)OCCO4)c(C)n2-c2ccccc2Cl)cc1 | -8
8 | CCCNC(=O)c1cnn(-c2ccc(C)cc2)c1C | 3

The list goes on.
no.	Structure	mcGAS inh	NPYLR7 agonist	hcGAS lum
9	COCCN(CCOC)c1nc(-c2cccc(Cl)c2Cl)nc2ccccc12	-4	0	-1
10	CC1(C)OC(c2ccccc2)=C/C(=C\C=C(C#N)C#N)O1	/	-2	-4
11	COc1ccc(/C=C2/C(=O)NC(=O)N(Cc3ccccc3)C2=O)cc1Br	6	7	16
12	CN(Cc1cc(-c2ccncc2)no1)Cc1ccc(Cl)s1	-11	0	-1
13	COc1ccc(OCc2n[nH]c(=S)n2Cc2ccco2)cc1	/	8	-4
14	CC(CCNC(=O)c1cn[nH]n1)c1cccc(C(F)(F)F)c1 (centres undefined)	/	8	-7
15	CC1(C)O[C@@H]2C[C@@](OCc3ccccc3F)(C(=O)NCCCn3ccnc3)CC(OCc3cccc(Cl)c3)[C@@H]2O1 (some centres undefined)	-4	26	-7
16	CCn1c(C2CCCN(C(=O)c3cc(CC(C)C)no3)C2)n[nH]c1=O (centres undefined)	/	16	-8

4 entries from above, arranged by length of the SMILES, ascending:
no.	Structure	mcGAS inh	NPYLR7 agonist	hcGAS lum
10	CC1(C)OC(c2ccccc2)=C/C(=C\C=C(C#N)C#N)O1	/	-2	-4
16	CCn1c(C2CCCN(C(=O)c3cc(CC(C)C)no3)C2)n[nH]c1=O (centres undefined)	/	16	-8
11	COc1ccc(/C=C2/C(=O)NC(=O)N(Cc3ccccc3)C2=O)cc1Br	6	7	16
15	CC1(C)O[C@@H]2C[C@@](OCc3ccccc3F)(C(=O)NCCCn3ccnc3)CC(OCc3cccc(Cl)c3)[C@@H]2O1 (some centres undefined)	-4	26	-7

(continued)
no.	Structure	mcGAS inh	NPYLR7 agonist	hcGAS lum
17	COc1ccc(OC)c(C(C)NC(=O)c2ccc3n[nH]nc3c2)c1 (centres undefined)	/	6	2
18	Cc1ccc(C(C)C)c(OCCSc2nc3ccccc3[nH]2)c1	-4	-6	-3
19	O=C(Nc1ccc(Br)cc1)C1CCCN1C(=O)C1COc2ccccc2O1 (centres undefined)	-9	-4	-4
20	COc1cccc(N(C(C)=O)C2C=CS(=O)(=O)C2)c1 (centres undefined)	/	1	-4
21	O=C(NC1CC1)C1CCN(c2nnc(-n3cccc3)s2)CC1	0	-5	0
22	c1ccc(CCc2n[nH]c(Cc3ccc(-n4cnnn4)cc3)n2)cc1	-18	2	-2
23	CCCC(C#N)NC(=O)c1sc(-c2c(C)c(C)nn(C)c2=O)nc1C (centres undefined)	-16	-1	-10
24	O=C(NCCn1ccc2ccccc21)NC1CC(=O)N(c2ccccc2)C1 (centres undefined)	-7	0	-5
25	Nc1nc(-c2ccc(Br)s2)cs1	/	-6	1
26	CSc1ccccc1OCc1cc(C(=O)NCCn2ccnc2C)no1	/	4	-6
27	Cc1ccccc1-n1c(-c2ccc(Cl)cc2)cc(C(=O)NCCCN2CCOCC2)c1C	-6	-8	-16
28	Cc1nc(SCc2ccccc2)[nH]c(=O)c1CC(=O)NC(C)CCc1ccccc1 (centres undefined)	-10	-8	-5
29	COc1ccc(NC(=O)CCn2c(=O)oc3ccccc32)cc1S(=O)(=O)N1CCCCC1	-6	4	-4
30	CSc1nc(N2CCOCC2)c2cnn(CCNC(=O)c3cc4ccccc4o3)c2n1	-6	-3	7
31	CN1N=C(C(=O)N2CCN(S(=O)(=O)c3ccccc3)CC2)CCC1=O	-1	-1	0
32	CNC(=O)C1CCN(Cc2nc(-c3ccc(F)cc3)no2)CC1	/	-1	0
33	COCCNC(=O)C1CCCN(C2CCN(C(=O)c3cnn(C)c3)CC2)C1 (centres undefined)	/	-11	1
34	CCCCC1=NN2C(=N)/C(=C/c3ccc(N(C)C)cc3)C(=O)N=C2S1	/	2	-2
35	COC(=O)c1ccoc1COC(=O)C1(c2ccc(Cl)cc2)CCC1	/	-1	-10
36	Cc1ccsc1C(=O)N1CCC1(C)C(=O)NC(C)C (centres undefined)	/	24	-9
37	Cc1ccc(C(NC(=O)C2CCN(Cc3ccc(Cl)c(Cl)c3)CC2)c2ccccn2)cc1 (centres undefined)	-4	5	-2
38	O=C1C(SC2CCCc3ccccc32)CCN1C1CCOCC1 (centres undefined)	/	5	-10
39	Cc1nn2c(ncc3c(=O)n(CCN4CCOCC4)ccc32)c1-c1ccccc1	/	0	2
40	CC(=O)Nc1ccc(C(=O)NC(C)c2ccc(Cl)cc2)s1 (centres undefined)	/	4	-4
41	CCc1oc(C(N)=O)cc1CN1CCC=C(CN(C)C(C)=O)C1	/	27	-6
42	Cc1nn(C(C)C)c(C)c1S(=O)(=O)Nc1cccc(F)c1	/	8	-13
43	Cc1nc(C)c(C(C)NC(=O)C2CCCN2C(=O)NC2CCCCC2)s1 (centres undefined)	-16	2	-6
44	CCc1noc(C)c1C(=O)N1CCCC(Nc2ccc3c(c2)OCCO3)C1 (centres undefined)	/	18	-5
45	CC(C)(C)C(=O)N1CCc2ccc(OCC(=O)NCCN3CCCC3)cc2C1c1cccc(F)c1 (centres undefined)	-4	/	-1
46	CCN(C(=O)C(C)OC)C(c1ccc(Cl)cc1)c1ccccn1 (centres undefined)	3	14	5
47	COc1cc(-c2ccccc2C(F)(F)F)nc(N)n1	/	-4	3
48	CC(Sc1nnnn1C(C)(C)C)C(=O)NC(N)=O (centres undefined)	-3	5	6

The list goes on, overlapping the part above by 2 compounds.
no.	Structure	mcGAS inh	NPYLR7 agonist	hcGAS lum
47	COc1cc(-c2ccccc2C(F)(F)F)nc(N)n1	/	-4	3
48	CC(Sc1nnnn1C(C)(C)C)C(=O)NC(N)=O (centres undefined)	-3	5	6
49	Cc1ccc(Cl)cc1-c1n[nH]c(C2CC2)n1	-9	7	-3
50	O=C(Cc1ccc(F)cc1)OCc1cc(-c2ccccc2)on1	/	3	-3
51	COC(=O)c1ccc(CNC(=O)C(C)OC(=O)c2cc(Cl)c[nH]2)cc1 (centres undefined)	/	0	-3
52	Cc1cc(C)c(NC(=O)CCc2ncc(-c3ccc(F)cc3F)o2)c(C)c1	/	10	-7
53	Cc1cccc(Cl)c1NCC(=O)N(C)c1ccccc1	/	3	-6
54	Cc1ccc(-n2nc(-c3ccco3)cc2C(=O)NC2CCN(Cc3ccccc3)CC2)c(C)c1	-5	1	-5
55	O=C(CCC1CCCCC1)NCCn1nc(-c2cccnc2)ccc1=O	/	0	-4
56	O=C(COc1ccc(Cl)cc1)Nc1nnc(SCc2cccc(Cl)c2F)s1	-4	9	-4
57	CCN1CCN(c2c(CN(CCCOC)C(=O)c3ccccc3Br)c(C)nn2-c2ccccc2)CC1	-6	3	-9
58	NC(=O)c1ncn2c(C(=O)N3CCCC3c3ccc4c(c3)OCCO4)cc(-c3ccccc3)nc12 (centres undefined)	/	-1	-5
59	O=C(NCc1ccccc1)c1cc(-c2ccccc2F)nc2cc(-c3ccccc3)nn12	-10	8	-4
60	CCn1ccc(C(=O)Nc2nnc(-c3cc(C)nn3C)o2)n1	/	-3	4
61	COc1cc(-c2nnc(CSc3nnnn3C)o2)cc(OC)c1OC	-5	1	-6
62	Cn1c(-c2ccccc2)nn(CCNC(=O)Cc2ccccc2)c1=O	/	4	-5
63	Cc1nc2ccccc2nc1N1CCN(S(=O)(=O)Cc2ccccc2)CC1	/	26	-6
64	Nc1nonc1-c1noc(-c2ccccc2F)n1	/	19	7
65	O=c1nc(SCc2cccnc2)c2c(n1CCCO)CCCC2	-9	-4	-7
66	Cc1cccc(-n2c(SCC#N)nc3cc(C(=O)O)ccc3c2=O)c1C	/	2	-13
67	O=c1[nH]c(CN2CCN(c3cc(=O)n4ccccc4n3)CC2)nc2ccccc12	/	6	-13
68	Cc1ccc(-c2cc(CO)no2)cc1	/	-6	-11
69	C=CCn1cc(CN2CCOC3(COCCN(C(=O)C(C)(C)C)C3)C2)cn1 (centres undefined)	-10	-2	-6
70	COc1ccc(CCNS(=O)(=O)c2cc(Cl)c(C)cc2OC)cc1OC	-10	4	-4
71	CC(C)N(C)S(=O)(=O)Nc1ccn(-c2ccccc2)n1	-6	9&3	-6&-9
72	Cn1ccnc1CCC1CCCCN1C(=O)NCc1cccc(F)c1 (centres undefined)	/	20	-4
73	O=C1c2ccc(Cl)c([N+](=O)[O-])c2C(=O)c2cccc([N+](=O)[O-])c21	-5	3	-7
74	CN(C)c1ccc(/C=C2/C(=N)N3N=C(c4ccco4)SC3=NC2=O)cc1Br	/	-1	1
75	Cc1ccc2nc(N3CCC(C)CC3)c(C=C3SC(=S)N(C(C)C)C3=O)c(=O)n2c1	-7	5	-5
76	CC(=O)N(CN1C(=O)c2cccc([N+](=O)[O-])c2C1=O)c1cc(Cl)ccc1Cl	0	-12	1
77	CCOC(=O)C1CCN(C(=O)c2cc(-c3ccccc3Cl)nn2-c2ccc(F)cc2)CC1	-6	-3	-2
78	O=C1CCN(CC(O)COc2ccccc2)c2ccsc2CN1Cc1ccccc1 (centres undefined)	-6	23	7
79	COCCCn1cc(C(=O)N2CCN(Cc3ccccn3)CC2)c2nn(-c3ccccc3)c(=O)c-2c1	-9	-3	-10
80	CCOC(=O)C(C(C)C)N1C(=O)C2C3CCC(C3)C2C1=O (centres undefined)	-3	8	0
81	Cc1ccc(S(=O)(=O)Nc2nc(C)cc(-n3nc(C)cc3C)n2)cc1	-6	2	-3
82	Cc1noc(C)c1CC(=O)Nc1cnn(-c2ccccc2Cl)c1	/	4	-7
83	CCOC(=O)C1(C/C=C/c2ccccc2)CCCN(C(=O)c2csnn2)C1 (centres undefined)	-10	-4	-9
84	O=C(CCCN1CCCCC1)NC1CCc2[nH]ncc2C1 (centres undefined)	-5	/	-6
85	Cc1ccc(C(=O)Nc2cc(-c3cccs3)nn2-c2nc(C)c(C)c(=O)[nH]2)cc1	/	-2	-5
86	COc1cc(-c2nnc(CSc3cccc[n+]3[O-])o2)cc(OC)c1OC	/	4	-8
87	CCNc1cc(C)nc(N2CCN(C(=O)C(C)(C)C)CC2)n1	/	6	-7
88	Cc1ccccc1C(c1ncccc1C)N(C)C(=O)C1CCN(CCOc2ccc(Cl)cc2)CC1 (centres undefined)	-2	22	1
89	Cc1ccccc1Cn1cnc2c(cnn2CCNC(=O)c2ccc(F)c(F)c2)c1=O	-10	-2	-7
90	Cc1ccc(Oc2cc(F)nc(N)n2)c(C)c1	-5	-5	-5
91	C=CCn1c(SCC(=O)N2CCCC2)nc2sc3c(c2c1=O)CCCC3	/	4	-4
92	COCCS(=O)(=O)N(C)c1ccc(Br)cc1C	-13	1	-8
93	C=C(C)Cn1c(=O)c2c(nc3n(-c4cc(Cl)ccc4C)c(C)cn23)n(C)c1=O	-9	10	-5
94	O=C(NCCCNC(=O)[C@H]1CCCN1C(=O)c1cc(Cl)cc(Cl)c1)c1ccccc1	-6	11	-1
95	CC(=O)c1cccc(OCC(=O)NCCN2C(=O)SC(=Cc3ccccc3)C2=O)c1	-7	1	-8
96	C[C@H](c1ccc(Cl)cc1)n1c(CN)n[nH]c1=O	/	4	2
97	COc1ccc(N2C(=O)CSC2c2ccccc2NC(=O)c2ccccc2Cl)c(OC)c1 (centres undefined)	-6	11	-8
98	COc1cccc(C(C2Sc3nc(C)nn3C2=O)N2CCC3(CC2)OCCO3)c1 (centres undefined)	/	27	-3
99	COc1ccc(Cn2cc(C(=O)N(C)Cc3nonc3C)nn2)cc1	/	8	-7
100	c1ccc(-n2nc3c(n2)-c2nonc2CC3)cc1	/	3	-1
101	O=C1CC(NC(=O)N2CCCCC2CCO)CN1c1ccc2c(c1)OCCO2 (centres undefined)	-7	3	-2

Bioassay records from PubChem BioAssay.
